# Assay outcomes deposited in PubChem BioAssay by several laboratories.
# eIF4E 4G PPI: eIF4E–eIF4G protein interaction inhibitors, primary screen, biochemical, uHTS, TR-FRET, eIF4GI fragment. Eukaryotic translation initiation factor 4E (Mus musculus) + Eukaryotic translation …. TR-FRET eIF4E-eIF4GI(517-606) binding, 2 h. inhibition, % at 21.7 µM. hit rate 0.37% among 220,000;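 active means inhibition above about 30%, limit read from the data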;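 further: 0% = full FRET control wells and 100% = background wells lacking eIF4GI fragment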
# m-calpain inh: inhibitors of pig calpain II, primary screen, biochemical, fluorogenic peptide substrate, 1536-well; purified calpain II, 30 min; inhibition, % at 16 µM; hit rate 0.37% among 220,000; AID 1236, 2008;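 active means inhibition above about 50%, limit read from the data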
# EP2 antag: human EP2 receptor antagonists, primary screen, TR-FRET cAMP, C6 glioma cells; hit rate 0.52% among 260,000; inhibition, % at 25 µM; C6 glioma cells expressing human EP2; cells stimulated with saturating PGE2; Prostaglandin E2 receptor EP2 subtype (Homo sapiens), P43116;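 active means percent inhibition above 40 after rounding to a whole number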;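 further: rat C6 glioma host cells with rolipram phosphodiesterase inhibitor present; the protocol text gives 20 µM as final concentration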
# Target sequence (P43116 whole entry, looked up): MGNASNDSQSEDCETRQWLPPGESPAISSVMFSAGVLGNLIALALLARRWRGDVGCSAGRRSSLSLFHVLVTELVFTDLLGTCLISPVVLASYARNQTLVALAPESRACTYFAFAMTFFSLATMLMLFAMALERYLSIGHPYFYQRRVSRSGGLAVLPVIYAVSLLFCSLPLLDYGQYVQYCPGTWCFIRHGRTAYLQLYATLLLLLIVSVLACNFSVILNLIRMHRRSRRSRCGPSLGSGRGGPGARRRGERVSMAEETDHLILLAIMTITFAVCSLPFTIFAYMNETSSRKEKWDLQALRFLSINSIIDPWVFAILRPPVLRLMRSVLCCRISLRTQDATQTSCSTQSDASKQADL
# Hck Nef HTS: inhibitors of Nef-activated human Hck kinase, primary screen, biochemical, Z-Lyte FRET, 384-well, Hck-YEEI; Recombinant Hck-YEEI plus Nef, Z-Lyte FRET kinase assay; hit rate 0.68% among 220,000; inhibition, % at 20 µM;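 active means Hck-Nef kinase inhibition above about 50%, limit read from the data; inactive means inhibition below that limit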;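 further: 0% = DMSO with Hck plus Nef and 100% = Hck alone without Nef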
# 14-3-3 Bad PPI: inhibitors of 14-3-3 zeta/Bad binding, primary screen, biochemical, TR-FRET, bovine 14-3-3 zeta. 14-3-3 protein zeta/delta (Bos taurus), P63103. TR-FRET 14-3-3zeta/Dy647-pBad peptide displacement, 1 h. inhibition, % at 21.7 µM. hit rate 0.71% among 220,000;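 active means inhibition above about 70%, limit read from the data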;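 further: 0% = full 14-3-3 plus peptide FRET controls and 100% = background without 14-3-3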
# Target sequence (P63103 whole entry, looked up): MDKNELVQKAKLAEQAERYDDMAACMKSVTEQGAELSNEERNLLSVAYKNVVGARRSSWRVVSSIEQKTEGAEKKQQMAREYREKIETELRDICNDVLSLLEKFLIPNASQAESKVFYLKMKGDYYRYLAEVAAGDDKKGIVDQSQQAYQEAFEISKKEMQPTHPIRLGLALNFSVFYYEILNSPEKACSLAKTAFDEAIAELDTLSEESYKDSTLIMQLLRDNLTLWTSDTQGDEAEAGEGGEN
# zVAD death inh: inhibitors of zVAD-triggered necroptosis, primary screen, L929 cells; L929 zVAD necroptosis rescue, ATP luminescence, 24 h; with zVAD 60 µM; viability rescue, % at 10 µM; AID 1377, 2008; hit rate 0.38% among 220,000;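 active means activation, scaled between plate controls, above about 75%, limit read from the data; inactive means activation under that limit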;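 further: 0% = zVAD with DMSO and 100% = DMSO alone without zVAD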
# Rad51 HR inh: human RAD51 strand exchange inhibitors, primary screen, biochemical, fluorescence. DNA repair protein RAD51 homolog 1 (Homo sapiens), Q06609. hRad51 DNA strand exchange, fluorescence dequenching. inhibition, % at 10 µM. hit rate 0.085% among 200,000. AID 1385, 2008;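 active means inhibition above 40% at the single screening dose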;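 further: 0% = DMSO control wells and 100% = blanks with heterologous ssDNA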
# Target sequence (Q06609 whole entry, looked up): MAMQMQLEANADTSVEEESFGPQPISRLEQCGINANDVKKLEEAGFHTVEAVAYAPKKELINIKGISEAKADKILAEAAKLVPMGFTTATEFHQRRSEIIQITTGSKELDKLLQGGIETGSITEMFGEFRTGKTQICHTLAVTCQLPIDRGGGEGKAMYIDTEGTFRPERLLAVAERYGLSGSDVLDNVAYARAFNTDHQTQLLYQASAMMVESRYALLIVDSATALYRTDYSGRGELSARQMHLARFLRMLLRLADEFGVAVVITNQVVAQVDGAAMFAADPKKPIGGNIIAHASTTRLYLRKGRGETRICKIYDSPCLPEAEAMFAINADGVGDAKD
#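 Assay system: Human Rad51 nucleoprotein filaments preassembled on unlabelled ssDNA | Reagent: Donor/quencher-labelled 47-bp dsDNA substrate | Doses: One concentration, 10 µM final | Times: 37 °C 15-min filament assembly, 30-min compound preincubation, 15-min exchange | Technique: Fluorescein emission 520 nm, excitation 485 nm | Benchmarks: Plate control and blank wells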
# Tb hexokinase: Trypanosoma brucei hexokinase 1 inhibitors, primary screen, biochemical, G6PDH-coupled NADH absorbance, MLSCN library; recombinant TbHK1, G6PDH-coupled NADH A340; hit rate 0.11% among 220,000; inhibition, % at 10 µM; hexokinase 1 [Trypanosoma brucei];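 active means inhibition of 50% or more in the single-dose primary screen; inactive means inhibition below 50%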
# EP2 modulator: EP2 receptor modulators, cAMP readout, primary screen, cell-based, HTRF cAMP, PGE2 stimulation. EP2-expressing cells, cAMP HTRF FRET, PGE2 co-stimulation. Prostaglandin E2 receptor EP2 subtype (Homo sapiens), P43116. AID 940, 2007. hit rate 0.83% among 260,000. induction, % at 25 µM;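 active means compounds whose cAMP rise, as percent of the full-agonist control response, exceeds 60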;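 further: rat C6 glioma line stably carrying human EP2 under a CMV promoter; the protocol text gives 20 µM as final concentration; 100% = response of wells given 1 µM PGE2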
# * = called active by the depositor; i = inactive; · = no result given; & = joins results of further samples; [ ] = dose if it differs, or a comment. This is a subset; the hit share may differ from the screen's.
# Each structure is followed by: eIF4E 4G PPI	m-calpain inh	EP2 antag	Hck Nef HTS	14-3-3 Bad PPI	zVAD death inh	Rad51 HR inh	Tb hexokinase	EP2 modulator
> O=C(Oc1ccc(Cl)cc1)c1ccc(N2CCOCC2)c([N+](=O)[O-])c1
 : 2	17	5	3	3	-0.5	-3	-3	7
> COc1ccc2[nH]c3c(=O)n(/N=C/[C@H]4C(C)C=C(C)CC4C)c(=O)[nH]c3c2c1 (stereo not given in full)
 : 0	-41	6	8	8	0.9	-24	-5	-54
> O=C(O)Cn1c(=O)cnc2ccccc21
 : -11	-64	6	-2	-5	0.3	2	-22	7
> CC(C)(C)OC(=O)N/N=C\c1cccnc1
 : 0	-25	12	14	-9	5.0	-5	5	3
> Cc1nc(C)c(C(=O)Nc2cccc(Cl)c2)o1
 : 1	-42	8	0	10[fluorescence artefact?]	0.9	4	22	-19
> CCOC(=O)Cn1nc(-c2ccc(F)cc2)oc1=O
 : 1[fluorescence artefact?]	-31	-5	7	-5	0.9	-4	-3	19
> COc1ccc(/C=N/NC(=S)Nc2ccccc2)cc1COc1cccc(C)c1C
 : 1	-18	10	21	1	-0.1	35	-44	32
> CC(=O)O/N=C/c1c(N2CCOCC2)n(C)c2ccccc12
 : -1	12	14	2	-13	0.3	-3	-4	-14
> CC(=O)Oc1ccc2c(=O)c(-c3ccccc3)coc2c1
 : 3	-403	6	19	16	-0.7	-12	-5	3
> CC(C)Cn1c(-c2cc([N+](=O)[O-])ccc2Cl)nc2c1c(=O)[nH]c(=O)n2Cc1ccccc1
 : 3	-64	5	4	6[fluorescence artefact?]	-0.1	-1	4	28
> CCN(CC)c1ccc(/C=N/NC(=S)NCc2ccccc2)cc1
 : -9	-27	24	12	-4	0.4	0	-3	-9
> C=CCOc1nc2c(c(=O)n(C)c(=O)n2C)n1Cc1ccc(Cl)cc1
 : -2[fluorescence artefact?]	-14	14	1	11[fluorescence artefact?]	-0.4	-11	-7	13
> CC1Cc2cc(-c3csc(NC(=O)Cc4cccs4)n3)ccc2N1S(C)(=O)=O (stereo not given)
 : 0	-87	·	2	0	0.2	·	4	-40
> CCC(CC)C(=O)c1c[nH]c(C(=O)NCc2ccco2)c1
 : 1[fluorescence artefact?]	-7	10	1	-33	-0.2	7	1	4
> c1ccc(Nc2cc(Nc3ccccc3)[nH]n2)cc1
 : 15	-30	9	37	8	71	1	2	12
> O=C(Nc1nccs1)C(c1ccccc1)N1CCCCC1 (stereo not given)
 : 2	-6	6	17	-7	0.4	-1	0	7
> CC(CC(=O)O)CC(=O)Nc1ccccc1C(=O)O (stereo not given)
 : 5[fluorescence artefact?]	-10	9	-6	30	-0.2	3	-10	14
> COCCCn1c(SCC(=O)n2c(C)c(C)c3ccccc32)nnc1-c1ccoc1C
 : 0	-28	1&5	1	8	0.0	-6	-2	21&-15
> N#Cc1nc(-c2cccs2)oc1N1CCN(Cc2ccccc2)CC1
 : 8	-162	15	1	-1	0.0	-8	-21	-12
> COc1ccc(NC2=Nc3ccccc3CC2)cc1
 : -3	10	-5	-11	-4	0.6	4	-2	-6
> CCCCC1NC(C(=O)O)CS1 (stereo not given)
 : -8	24	6	-1	-5	-0.4	·	1	40
> COC(=O)C(CC(C)C)NC(=O)c1ccc(F)cc1 (stereo not given)
 : 5	-10	3	3	7	1.1	-2	6	11
> Cc1cccc(OCc2n[nH]c(=S)n2Cc2ccccc2)c1
 : 1	31	2	28	-17	-0.2	-3	2	51
> Cc1cc(C)n2cc(CSc3ccc(Br)cc3)nc2n1
 : 1	-28	7	23	-4	-0.6	3	-3	-65
> COC(=O)C1=CN(c2cccc(C)c2)C=C(C(=O)OC)C1c1cc(OC)c(O)c([N+](=O)[O-])c1
 : 1	-1	12	0	-7	-0.1	-8	-10	0
> CN(C)S(=O)(=O)Nc1ccc2c(c1)Cc1ccccc1-2
 : 3	-32	10	1	6	0.0	-8	-4	-49
> CCCCNC(=O)NS(=O)(=O)c1ccc(C(=O)OC)o1
 : 4	-8	10	-10	6	0.9	13	0	10
> CCOC(=O)C1(CCc2ccccc2)CCN(Cc2nccn2CC)CC1
 : 0	-8	3	1	-10	-1.0	-6	-11	-3
> Cn1c(=O)c2c(n(Cc3ccccc3)c1=O)NC(=O)C2CC(=O)O (stereo not given)
 : 3	-4	14	0	1	0.4	8	7	15
> Cc1ccc(Nc2c([N+](=O)[O-])cc(C(=O)N3CC(=O)Nc4ccccc43)cc2[N+](=O)[O-])c(C)c1
 : 6	-38	7	0	8	-0.1	-7	-2	2

# Record cards, as listed above.
# Entry for C=CCOc1nc2c(c(=O)n(C)c(=O)n2C)n1Cc1ccc(Cl)cc1 = eIF4E 4G PPI: -2[fluorescence artefact?]; m-calpain inh: -14; EP2 antag: 14; Hck Nef HTS: 1; 14-3-3 Bad PPI: 11[fluorescence artefact?]; zVAD death inh: -0.4; Rad51 HR inh: -11; Tb hexokinase: -7; EP2 modulator: 13
# Entry for O=C(Oc1ccc(Cl)cc1)c1ccc(N2CCOCC2)c([N+](=O)[O-])c1 = eIF4E 4G PPI: 2; m-calpain inh: 17; EP2 antag: 5; Hck Nef HTS: 3; 14-3-3 Bad PPI: 3; zVAD death inh: -0.5; Rad51 HR inh: -3; Tb hexokinase: -3; EP2 modulator: 7

# Following part.
# Each structure is followed by: eIF4E 4G PPI	m-calpain inh	EP2 antag	Hck Nef HTS	14-3-3 Bad PPI	zVAD death inh	Rad51 HR inh	Tb hexokinase	EP2 modulator
> O=C(NC1(C(F)(F)F)NC(=O)N(c2ccccc2)C1=O)c1cccs1 (stereo not given)
 : 3	30	9	-2	-3	0.4	-4	36	-7
> CCOC(=O)c1cc2c(=O)n3cccc(C)c3nc2n(Cc2ccco2)c1=NC(=O)c1ccccc1
 : -10	i	2	5	-9	-0.2	-6	-17	55
> Cc1ccc(SC[C@H](Cc2ccccc2)N2CCN(CC(C)C)CCC2=O)cc1
 : 0	14	17	22	-6	0.6	-4	-2	54
> COc1ccc(Cl)cc1-c1n[nH]c(=S)n1C
 : -3[fluorescence artefact?]	-2	11	-2	13[fluorescence artefact?]	0.7	4	-14	25
> CN(C)/C=C1\Cc2ccccc2C1=O
 : -1	-17	10	20	-7	1.0	-31	-44	5
> CC1=CC2=NC(=O)/C(=C\c3cc(C)n(-c4cccc(Cl)c4)c3C)C(=N)N2O1
 : 0	-39	4	2	-2	0.0	·	-7	34
> CC1CCCCC1NC(=O)c1ccc(S(=O)(=O)N2CCCC2)cc1 (stereo not given)
 : 0	22	10	1	4	0.1	-3	1	7
> Cn1c(=O)c2c(nc(Oc3ccc4c(c3)OCO4)n2Cc2ccc(F)cc2)n(C)c1=O
 : -15	22	3	0	-3	-0.4	-16	6	22
> COc1ccc(OC)c(C2CC(=O)C3=C(C2)NC(=O)CC3c2ccc(O)c(OC)c2)c1 (stereo not given)
 : 0	-19	9	0	-2	-0.1	-2	-1	-3
> CCO[C@@H]1OC(C(=O)N2CCOCC2)=C[C@H](c2ccccc2)[C@H]1CCCO
 : 4	19	10	-6	-8	-0.9	-2	-11	10
> CCC(=O)NCCc1nc2cc(NC(=O)c3ccccc3OC)ccc2n1C
 : -4	8	-8	-18	-4	0.4	4	5	5
> COc1cc(CNCCN(C)C)c(Br)cc1OCC(=O)NCc1ccccc1
 : -8	1	8	3	-3	0.9	·	20	-1
> COc1ccc(CNC(=S)Nc2ccc(OC)cc2)cc1
 : 3	-2	7	3	-26	0.8	2	36	-47
> CCOc1ccccc1OCC(=O)Nc1ccc(Cl)cc1Cl
 : 4	13	11	0	4	-0.2	-6	1	9
> O=C(c1ccco1)N1CCN=C1SCc1ccc(F)cc1
 : 3	6	23	-6	3	1.2	-2	-1	-1
> COc1cccc(-c2nnc(SCC(=O)Nc3ccc(S(N)(=O)=O)cc3)n2C)c1
 : 11	-30	11	2	-20	0.2	-5	-1	25
> O=S(=O)(NCc1ccccc1)c1ccc(S(=O)(=O)N(Cc2ccccn2)C2CCCC2)cc1
 : 5	18	7&27	14	4[fluorescence artefact?]	-0.3	-8	11	-21&18
> COc1cc(OC)cc(C(=O)Nc2c(C)nn(-c3ccccc3)c2C)c1
 : -1	-23	8	0	0	2.8	5	-6	21
> O=C(NCCOc1ccccc1Cl)C(=O)c1c[nH]c2ccccc12
 : 1	-2	9	21	-7	2.2	4	0	-74
> CC1CCN(C(=O)c2ccc(SCc3ccccc3F)c([N+](=O)[O-])c2)CC1
 : 1	18	3	3	-16[fluorescence artefact?]	-0.3	4	36	-1
> CC(C)CCNC(=O)NC(=O)COc1ncnc2sccc12
 : -4	9	9	2	-6	0.9	-10	-3	8
> COC(=O)/C(=C/c1ccccc1)NC(=O)c1ccco1
 : 2	-2	9	5	7	-0.1	·	-2	20
> Cc1cccc(N(Cc2ccccc2F)S(C)(=O)=O)c1
 : 2[fluorescence artefact?]	-4	-1	-1	11[fluorescence artefact?]	0.5	-7	-5	38
> COc1cc(CN2CCC(C(=O)N3CCN(c4ccccc4F)CC3)CC2)ccc1O
 : 0	0	6	2	40	-0.5	-3	2	-21
> CN(C)C(=O)C1(c2ccccc2)CCN(S(=O)(=O)c2ccccc2)CC1
 : 5	17	7	8	-9	-0.2	-4	2	15

# In the list so far, 8 have fluorine.
# Each structure is followed by: eIF4E 4G PPI	m-calpain inh	EP2 antag	Hck Nef HTS	14-3-3 Bad PPI	zVAD death inh	Rad51 HR inh	Tb hexokinase	EP2 modulator
> CCOC(=O)Cn1nc(-c2ccc(F)cc2)oc1=O
 : 1[fluorescence artefact?]	-31	-5	7	-5	0.9	-4	-3	19
> COC(=O)C(CC(C)C)NC(=O)c1ccc(F)cc1 (stereo not given)
 : 5	-10	3	3	7	1.1	-2	6	11
> O=C(NC1(C(F)(F)F)NC(=O)N(c2ccccc2)C1=O)c1cccs1 (stereo not given)
 : 3	30	9	-2	-3	0.4	-4	36	-7
> Cn1c(=O)c2c(nc(Oc3ccc4c(c3)OCO4)n2Cc2ccc(F)cc2)n(C)c1=O
 : -15	22	3	0	-3	-0.4	-16	6	22
> O=C(c1ccco1)N1CCN=C1SCc1ccc(F)cc1
 : 3	6	23	-6	3	1.2	-2	-1	-1
> CC1CCN(C(=O)c2ccc(SCc3ccccc3F)c([N+](=O)[O-])c2)CC1
 : 1	18	3	3	-16[fluorescence artefact?]	-0.3	4	36	-1
> Cc1cccc(N(Cc2ccccc2F)S(C)(=O)=O)c1
 : 2[fluorescence artefact?]	-4	-1	-1	11[fluorescence artefact?]	0.5	-7	-5	38
> COc1cc(CN2CCC(C(=O)N3CCN(c4ccccc4F)CC3)CC2)ccc1O
 : 0	0	6	2	40	-0.5	-3	2	-21
